HIV fusion peptide – inhibitors of HIV fusion peptide binding, primary screen, biochemical, uHTS, fluorescence dequenching (AID 1986); 290,000 compounds, 0.3% hits; cell-free peptide binding, fluorescence dequenching, 30 min; higher % means a stronger effect; inhibition, % at 20 µM; hits with a dose series show IC50 in µM; in the data active means inhibition mostly above about 52%, no sharp cut-off; inactive means mostly below about 76%; further: some results filed as inactive read as strong as hits
NS5 inhibitors – flavivirus cap methylation enzyme inhibition – biochemical, confirmation dose response, primary screen (AID 588689). Dengue-2 NS5 methyltransferase capping enzyme assay, biochemical; higher % means a stronger effect. one-dose inhibition, % at 25 µM; IC50 in µM for titrated hits. 340,000 compounds, 0.3% hits; in the data active means a potency from the dose series
Siah-1 displacement – Siah-1 peptide-binding antagonists, primary screen, biochemical, fluorescence polarization, rhodamine-plectin, uHTS (AID 1817) | Siah-1 / rhodamine-plectin peptide fluorescence polarization; higher % means a stronger effect | displacement, % at 20 µM, or IC50 in µM where a hit was titrated | 290,000 compounds, 0.02% hits;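 active means displacement of at least 50% at 20 µM, with a fluorescence ratio check between 0.3 and a set limit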;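 further: plate controls were Siah plus tracer with DMSO for no effect and tracer alone without Siah for full effect; strong numbers were not always called active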
Hep lipid drop – modulators of hepatic lipid droplet formation | AML12 mouse hepatocytes, oleate lipid droplets, BODIPY imaging | inhibition, % at 6.5 µM | 240,000 compounds, 0.4% hits | AID 1656;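 active means lipid droplet intensity inhibited by at least 50%, with more than 500 cells counted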
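Assay system: AML12 hepatocytes (mouse); Probe or stimulus: oleic acid at 100 µM to induce lipid droplet formation; Dosing: compound at 6.5 µM only; Schedule: compound with oleate, overnight; Detection: fluorescence imaging, 20x objective, two fields per well; Measure: % inhibition of lipid droplet signal.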
Myeloid diff 2 – compounds promoting myeloid differentiation. 360,000 compounds, 1% hits. ER-HoxA9 myeloid progenitors, lysozyme-GFP differentiation, flow cytometry. calls only at 10 µM. AID 624256;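 active means normalized GFP-positive differentiation at or above the plate's own cutoff, the solvent-only control mean plus 3 SD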;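 further: cells exposed to compound for four days before flow analysis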
NOD2 inhibition – inhibition of NOD2-driven NF-kB reporter – cell-based, luminescence, uHTS, HEK293 (AID 1566). HEK293 NOD2/NF-kB luciferase reporter, luminescence; higher % means a stronger effect. inhibition, % at 4 µM, or EC50 in µM where a hit was titrated. 290,000 compounds, 0.63% hits; further: many of its hits are not listed in these tables
XIAP antagonists – small molecules displacing peptide from XIAP – biochemical, IAP family, fluorescence polarization (AID 1018); 200,000 compounds, 0.007% hits; displacement, % at 20 µM, or IC50 in µM where a hit was titrated; XIAP BIR domain, fluorescence polarization peptide displacement; higher % means a stronger effect; in the data active means displacement above about 50%; further: a part of the inactive calls stands beside numbers as strong as those of hits
AID2073 – disruptors of CaV2.2 binding to Mint1 – biochemical, HTRF (AID 2073); 290,000 compounds, 0.19% hits; HTRF protein-protein interaction, Mint1-CaV2.2; higher % means a stronger effect; one-dose inhibition, % at 20 µM; IC50 in µM for titrated hits; in the data active means inhibition mostly above about 51%, no sharp cut-off; further: some results filed as inactive read as strong as hits
LYP inhibition – PTPN22 lymphoid phosphatase activity blockers – biochemical, fluorescence intensity, uHTS (AID 1779). recombinant LYP phosphatase, fluorescence intensity; higher % means a stronger effect. one-dose inhibition, % at 11.5 µM; IC50 in µM for titrated hits. 290,000 compounds, 0.054% hits;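 further: plate controls were vehicle with enzyme for no effect and no enzyme for full effect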
Hep lipid drop cells 6.5 µM – recorded beside Hep lipid drop, whose call it bears; cell count; measured here: cell count, cytotoxicity flag;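 cells counted across two imaged fields per well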
Myeloid diff 2 GFP+ MAC1+ % – recorded beside Myeloid diff 2, whose call it bears; GFP+ MAC1+ double positive, %; measured here: differentiation confirmed by MAC1 staining
* hit, by the source's call; i = inactive; x = no result given. Unless noted, no stated cut-off is given here; in the data, active means inhibition above about 50%; inactive means the rest. The list is partial. The share of hits here may be higher or lower than overall.

item	SMILES	LYP inhibition	Hep lipid drop	NOD2 inhibition	NS5 inhibitors	XIAP antagonists	Myeloid diff 2 GFP+ MAC1+ %
1	O=C1CC(c2ccccc2F)c2c(c3ccccc3[nH]c2=O)O1 (configuration not stated)	6%	10	6%	-5%	x	0.1
2	O=C(NNC(=O)c1cccs1)c1cccc(F)c1	-9%	-7	-19%	-5%	x	0.9
3	Cc1nnc(NC(=O)CSc2ccc3nnc(-c4cccnc4)n3n2)s1	-26%	-3	8%	x	-7.5%	x
4	CCCCOc1ccc(C2C(C(=O)c3ccc(C)o3)=C(O)C(=O)N2Cc2ccco2)cc1 (configuration not stated)	-4%	18	-1%	24%	x	1.1
5	Cc1ccccc1C(=O)Nc1ccc2c(c1)nc(CCNC(=O)c1ccco1)n2C	-12%	-10	8%	-1%	x	4.3
6	Cc1cc(C)n(-c2nc(Nc3ccccc3)nc(-n3nc(C)cc3C)n2)n1	-9%	x	16%	-1%	-2.5%	4.9
7	CCn1ncc(C2=NOC(C(=O)Nc3c(C)nn(Cc4ccc(F)cc4)c3C)C2)c1C (configuration not stated)	-6%	x	17%	1%	-3.2%	2.3
8	COc1ccccc1C(=O)NNC1CC(=O)N(c2ccc3c(c2)OCCO3)C1=O (configuration not stated)	6%	-20	-7%	-4%	-5.0%	0.2

item	Hep lipid drop cells 6.5 µM	Siah-1 displacement	Myeloid diff 2	HIV fusion peptide	AID2073
1	583	0%	i	1.8%	14%
2	798	-2%	i	2.5%	17%
3	751	4%	x	2.2%	15%
4	729	9%	i	25%	26%
5	689	8%	i	-0.3%	-4%
6	x	12%	i	5.2%	12%
7	x	1%	i	-1.0%	2%
8	463	5%	i	14%	11%

Additional results follow.
item	SMILES	LYP inhibition	Hep lipid drop	NOD2 inhibition	NS5 inhibitors	XIAP antagonists	Myeloid diff 2 GFP+ MAC1+ %
9	CCOC(=O)N1CCN(C(c2cccnc2)c2ccc3cccnc3c2O)CC1 (configuration not stated)	-6%	1	-2%	-4%	-8.7%	1.2
10	CCCOc1ccc(-c2csc3ncn(Cc4ccc(C(=O)O)cc4)c(=O)c23)cc1	-1%	-56	10%	10%	-9.8%	1.0
11	COc1ccc(S(=O)(=O)N2CCN(CCC(=O)Nc3ccc(F)cc3)CC2)cc1	-4%	8	12%	-4%	-3.1%	1.2
12	CCOc1cc(C(=O)NCc2ccncc2)cc(OCC)c1OCC	2%	-3	-17%	-1%	-6.8%	5.1
13	CC12CCC(C(=O)NCc3cccnc3)(OC1=O)C2(C)C (configuration not stated)	-10%	8	12%	-4%	-0.5%	0.5
14	CC(C)COC(=O)CNc1n[nH]c(=S)[nH]c1=O	-9%	3	3%	2%	-3.5%	6.1
15	O=C1CN(C(=O)CSc2nc3ccccc3c(=O)n2CCCN2CCOCC2)c2ccccc2N1	-7%	-2	16%	-2%	x	0.2
16	O=C(Nc1ccc(Br)cc1)C1CCCN1S(=O)(=O)c1cccs1 (configuration not stated)	-8%	x	28%	3%	-1.7%	0.4

item	Hep lipid drop cells 6.5 µM	Siah-1 displacement	Myeloid diff 2	HIV fusion peptide	AID2073
9	789	-7%	i	-3.4%	8%
10	700	0%	i	21%	40%
11	730	2%	i	0.8%	-4%
12	668	-6%	i	-1.0%	6%
13	735	0%	i	-2.7%	6%
14	838	-3%	i	-2.5%	-3%
15	710	11%	i	0.9%	12%
16	x	3%	i	0.9%	0%

(cont.)
item	SMILES	LYP inhibition	Hep lipid drop	NOD2 inhibition	NS5 inhibitors	XIAP antagonists	Myeloid diff 2 GFP+ MAC1+ %
17	CC(C)Sc1nc2ccccc2n1CC(=O)O	-9%	-4	-6%	-14%	-6.6%	0.6
18	Cn1c(SC/C=C/c2ccccc2)nnc1-c1ccco1	-3%	-30	5%	1%	-9.6%	1.5
19	COC(=O)C1(C(F)(F)F)N=C(C(F)(F)F)Nc2ccc(Cl)cc21 (configuration not stated)	-8%	-70	18%	-3%	-7.9%	0.7
20	CC(C(=O)NC1CCCC1)N(Cc1ccco1)C(=O)c1snc(C(=O)NC2CCCC2)c1N (configuration not stated)	-1%	x	13%	-2%	-2.5%	10
21	Cn1c(=O)c2c(ncn2CC(=O)OCC(=O)Nc2ccc(Cl)cc2Cl)n(C)c1=O	2%	18	6%	3%	-5.5%	0.0
22	CCOC(=O)CSc1n[nH]c(NC(=O)CC)n1	-2%	-37	x	-8%	0.9%	0.3
23	CCN1CCN(CC(O)COc2ccc3c(C)cc(=O)oc3c2)CC1 (configuration not stated)	4%	-9	3%	-4%	-17%	1.1
24	COc1ccccc1N(C)S(=O)(=O)c1ccc(C(=O)NCCc2ccc(F)cc2)cc1	-2%	-3	15%	0%	x	0.7

item	Hep lipid drop cells 6.5 µM	Siah-1 displacement	Myeloid diff 2	HIV fusion peptide	AID2073
17	732	-3%	i	-0.2%	-12%
18	713	-4%	i	-2.0%	4%
19	789	-6%	i	0.4%	-3%
20	x	0%	i	1.1%	-3%
21	624	2%	i	1.9%	4%
22	600	-7%	i	-1.7%	10%
23	679	-3%	i	0.4%	0%
24	819	12%	i	0.1%	8%

Continuation.
item	SMILES	LYP inhibition	Hep lipid drop	NOD2 inhibition	NS5 inhibitors	XIAP antagonists	Myeloid diff 2 GFP+ MAC1+ %
25	Cc1cc(/C=N/NC(N)=S)c(C)n1-c1cccc(Cl)c1	-6%	-1	-11%	-7%	-5.8%	0.4
26	COc1ccc(NC(=S)NCc2ccc3c(c2)OCO3)cc1	-3%	-22	-6%	5%	-13%	0.4
27	O=C(Nc1cccc(Cl)c1)c1ccc(NCC2CCCO2)c([N+](=O)[O-])c1 (configuration not stated)	-3%	5	-16%	8%	-4.8%	0.9
28	COc1ccc(CCN2C(=O)NC(NS(=O)(=O)c3ccc(N)cc3)(C(F)(F)F)C2=O)cc1OC (configuration not stated)	6%	11	0%	-5%	-6.2%	0.4
29	Cc1ccc(NC(=S)N(CCCN2CCOCC2)Cc2ccco2)cc1	1%	12	19%	0%	-1.7%	1.0
30	CCC(=O)Nc1c2c(nn1-c1ccccc1)CSC2	-12%	2	6%	7%	x	0.5
31	O=c1sc2ccccc2c(N2CCN(c3ccccc3)CC2)c1[N+](=O)[O-]	-3%	-4	11%	0%	-2.4%	0.6
32	O=C(NCc1ccccc1)C(=O)NCC(c1ccco1)N1CCN(c2ccccc2F)CC1 (configuration not stated)	-1%	-7	5%	1%	1.1%	0.5

item	Hep lipid drop cells 6.5 µM	Siah-1 displacement	Myeloid diff 2	HIV fusion peptide	AID2073
25	663	-2%	i	0.5%	6%
26	740	12%	i	-2.3%	1%
27	704	4%	i	21%	4%
28	652	-5%	i	4.2%	1%
29	653	1%	i	-1.2%	-17%
30	737	6%	i	0.1%	4%
31	664	-4%	i	2.9%	9%
32	679	7%	i	0.4%	-11%

Following part
item	SMILES	LYP inhibition	Hep lipid drop	NOD2 inhibition	NS5 inhibitors	XIAP antagonists	Myeloid diff 2 GFP+ MAC1+ %
33	O=[N+]([O-])c1ccccc1/C=N/N1CCN(Cc2ccccc2)CC1	-8%	7	-29%	-1%	x	0.6
34	CCCn1c(SCC(=O)Nc2ccc(S(=O)(=O)N(C)C)cc2)n[nH]c1=O	-3%	1	16%	-6%	-9.9%	1.1
35	COc1ccc(CN2CCNC(=O)C2CC(=O)N(C)Cc2cc(C)no2)cc1OC (configuration not stated)	-11%	1	3%	-3%	x	0.5
36	O=C(Oc1ccc(N2C(=O)C3C4CCC(C4)C3C2=O)cc1)c1ccco1 (configuration not stated)	-6%	-2	5%	-1%	x	0.4
37	Cc1ccc(NC(=O)c2sc3nc[nH]c(=O)c3c2C)c(C)c1	-5%	x	7%	2%	-4.2%	0.8
38	O=C(COc1ccccc1Cl)NCCNC(=O)c1ccncc1	-9%	3	15%	-4%	x	1.2
39	CC1C(C)C(O)(c2ccccc2)CCN1C (configuration not stated)	-3%	13	-9%	0%	5.6%	0.0
40	Cc1c(/C(Cc2ccccc2)=N/O)c2ccccc2n1C	-4%	-5	5%	-5%	-0.9%	0.6

item	Hep lipid drop cells 6.5 µM	Siah-1 displacement	Myeloid diff 2	HIV fusion peptide	AID2073
33	796	-2%	i	-1.7%	-18%
34	666	2%	i	-2.8%	-4%
35	726	1%	i	1.3%	10%
36	669	10%	i	2.1%	8%
37	x	-3%	i	0.2%	-1%
38	842	-1%	i	3.0%	11%
39	741	2%	i	3.1%	12%
40	753	-4%	i	-1.6%	-5%

(continued)
item	SMILES	LYP inhibition	Hep lipid drop	NOD2 inhibition	NS5 inhibitors	XIAP antagonists	Myeloid diff 2 GFP+ MAC1+ %
41	O=C(NNC(=O)C1CCC(C(=O)NNC(=O)c2cccs2)CC1)c1cccs1 (configuration not stated)	-7%	0	3%	4%	-1.2%	0.7
42	O=C(CSCc1nc2ccccc2[nH]1)Nc1ccc(Oc2ccccc2)cc1	-4%	5	28%	-2%	-3.1%	0.8
43	c1coc(CNCC2OCCc3ccccc32)c1 (configuration not stated)	-10%	x	-5%	-4%	-3.9%	1.3
44	O=C(c1cnc(-c2ccc(Cl)cc2)s1)c1ccc(Cl)cc1Cl	3%	x	-13%	-10%	-7.0%	2.1

item	Hep lipid drop cells 6.5 µM	Siah-1 displacement	Myeloid diff 2	HIV fusion peptide	AID2073
41	746	-3%	i	1.2%	5%
42	707	-5%	i	-3.4%	-6%
43	x	-3%	i	-1.4%	4%
44	x	-8%	i	3.2%	3%

Among those listed so far, 6 contain an NH in an aromatic ring:
item	SMILES	LYP inhibition	Hep lipid drop	NOD2 inhibition	NS5 inhibitors	XIAP antagonists	Myeloid diff 2 GFP+ MAC1+ %
1	O=C1CC(c2ccccc2F)c2c(c3ccccc3[nH]c2=O)O1 (configuration not stated)	6%	10	6%	-5%	x	0.1
14	CC(C)COC(=O)CNc1n[nH]c(=S)[nH]c1=O	-9%	3	3%	2%	-3.5%	6.1
22	CCOC(=O)CSc1n[nH]c(NC(=O)CC)n1	-2%	-37	x	-8%	0.9%	0.3
34	CCCn1c(SCC(=O)Nc2ccc(S(=O)(=O)N(C)C)cc2)n[nH]c1=O	-3%	1	16%	-6%	-9.9%	1.1
37	Cc1ccc(NC(=O)c2sc3nc[nH]c(=O)c3c2C)c(C)c1	-5%	x	7%	2%	-4.2%	0.8
42	O=C(CSCc1nc2ccccc2[nH]1)Nc1ccc(Oc2ccccc2)cc1	-4%	5	28%	-2%	-3.1%	0.8

item	Hep lipid drop cells 6.5 µM	Siah-1 displacement	Myeloid diff 2	HIV fusion peptide	AID2073
1	583	0%	i	1.8%	14%
14	838	-3%	i	-2.5%	-3%
22	600	-7%	i	-1.7%	10%
34	666	2%	i	-2.8%	-4%
37	x	-3%	i	0.2%	-1%
42	707	-5%	i	-3.4%	-6%
